Screening results from PubChem.
tim23-1 inh = tim23-1 yeast growth inhibition. S. cerevisiae tim23-1 growth, BacTiter-Glo luminescence, 24 h. inhibition, % at 20 µM. 330,000 compounds, 1.3% hits;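 active = growth inhibition of the mutant yeast at or above 50%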;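 also: temperature-sensitive mutant grown at 25 °C; plate controls were DMSO-treated mutant yeast for no effect and medium wells lacking yeast for full effect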
CXCR6 inh = blocks human CXCR6 beta-arrestin recruitment | O00574 | CHO-K1 PathHunter CXCR6 beta-arrestin, luminescence | inhibition, % at 20 µM | 360,000 compounds, 0.36% hits; in the data active = inhibition above about 34%, passing the limit was not always enough;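 also: antagonist mode with CXCL16 agonist at 10 nM final; 0% = 10 nM CXCL16 with DMSO and 100% = unstimulated wells without agonist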
UPR XBP1 act = adaptive UPR (XBP1) activation. CHO-XBP1 luciferase reporter, IRE1-XBP1 UPR activation, luminescence; percent of tunicamycin response, DMSO as zero. AID 463104. 330,000 compounds, 0.33% hits. activation, % at 20 µM;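 active = versus positive control, 20 µM dose yields 30% or more activation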;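 also: 100% = tunicamycin at 10 µg/mL and 0% = DMSO only wells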
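Material: IRE1-XBP1 luciferase reporter CHO line / Quantity: one thousand reporter cells per well / Buffer or medium: F12 with 10% serum / Compound: 20 µM single concentration, DMSO 1% / Times: 6 h treatment, 37 °C / Detection: Steady-Glo luciferase glow luminescence, 10 min after reagent addition / Benchmarks: tunicamycin high, DMSO low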
EBI2 block = blocks human EBI2 receptor beta-arrestin signaling. P32249. inhibition, % at 5 µM. 360,000 compounds, 0.81% hits. EBI2 beta-arrestin recruitment, luminescence, 7a,25-OHC stimulated; in the data active = inhibition above about 38%;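 also: enzyme fragment complementation signal reports receptor beta-arrestin coupling in cells; 0% = agonist plus DMSO wells and 100% = wells without agonist; some results beyond the cut were filed as inactive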
UPR CHOP act = activators of apoptotic arm of unfolded protein response (CHOP); AID 449763; activation, % at 10 µM; CHO-CHOP luciferase reporter, UPR activation, luminescence; percent of tunicamycin response over DMSO baseline; 330,000 compounds, 0.34% hits;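 active = at 10 µM dose, activation of 40% or more, normalized to positive control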;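 also: 100% = tunicamycin at 10 µg/mL and 0% = DMSO alone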
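Evaluation: % reporter activation, DMSO baseline versus tunicamycin full activation; System: CHO-CHOP luciferase reporter cell line; Input: 500 cells/well; Incubation: 6 h compound treatment, 37 °C; Measured by: Steady-Glo luciferase luminescence; Dosing: one dose, 10 µM in 0.5% DMSO; Buffer or medium: F12 medium, 10% FBS; Benchmarks: positive tunicamycin 10 µg/mL, negative DMSO alone.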
Mdm2-MdmX inh = human Mdm2/MdmX binding inhibition | O15151+Q00987 | SaOS-2 split-luciferase Mdm2/MdmX complementation, luminescence | inhibition, % at 8 µM | 330,000 compounds, 3% hits;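 active = inhibition of at least 50% at 8 µM in the primary screen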
Target sequence (O15151 whole entry, looked up): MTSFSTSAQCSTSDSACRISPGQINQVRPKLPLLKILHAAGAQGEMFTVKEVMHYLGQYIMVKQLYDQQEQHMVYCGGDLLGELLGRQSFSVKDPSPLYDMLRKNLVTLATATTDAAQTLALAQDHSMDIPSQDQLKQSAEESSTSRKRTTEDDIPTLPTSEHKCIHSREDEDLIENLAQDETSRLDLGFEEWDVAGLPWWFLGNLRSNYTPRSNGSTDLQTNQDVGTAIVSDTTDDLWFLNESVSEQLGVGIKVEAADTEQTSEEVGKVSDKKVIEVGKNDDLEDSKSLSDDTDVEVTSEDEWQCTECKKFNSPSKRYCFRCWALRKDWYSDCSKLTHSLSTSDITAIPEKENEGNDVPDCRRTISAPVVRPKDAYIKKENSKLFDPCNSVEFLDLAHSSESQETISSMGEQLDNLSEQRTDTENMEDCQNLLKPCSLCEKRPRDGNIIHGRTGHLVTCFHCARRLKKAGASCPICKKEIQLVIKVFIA
Target sequence (Q00987 whole entry, looked up): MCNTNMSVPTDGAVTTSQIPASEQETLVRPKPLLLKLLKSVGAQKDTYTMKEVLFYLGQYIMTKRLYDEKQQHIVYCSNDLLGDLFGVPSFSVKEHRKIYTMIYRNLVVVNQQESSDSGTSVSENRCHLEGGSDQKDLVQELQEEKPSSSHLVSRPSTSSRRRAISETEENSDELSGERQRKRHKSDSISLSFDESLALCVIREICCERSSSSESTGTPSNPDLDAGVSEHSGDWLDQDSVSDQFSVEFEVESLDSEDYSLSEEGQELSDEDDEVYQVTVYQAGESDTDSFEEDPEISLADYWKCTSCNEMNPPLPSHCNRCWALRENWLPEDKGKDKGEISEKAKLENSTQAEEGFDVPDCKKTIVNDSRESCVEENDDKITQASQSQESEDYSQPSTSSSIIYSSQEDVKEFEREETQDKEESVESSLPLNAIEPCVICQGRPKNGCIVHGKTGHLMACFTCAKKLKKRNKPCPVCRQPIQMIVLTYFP
CCR6 antagonist = CCR6 (human) receptor antagonism | P51684 | CHO-K1 CCR6 PathHunter beta-arrestin, luminescence, CCL20-stimulated | inhibition, % at 20 µM | 340,000 compounds, 0.49% hits | AID 493098;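 active = compounds whose inhibition of the agonist-driven luminescence signal at 20 µM reaches about 50%, limit read from the data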;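 also: cells stimulated with CCL20 at 14 nM final; plate controls were DMSO with CCL20 for no effect and DMSO without agonist for full effect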
APJ antag = blocks the human apelin receptor APJ. P35414. CHO-K1 APJ beta-arrestin complementation, luminescence. inhibition, % at 20 µM. 330,000 compounds, 0.32% hits. AID 2521;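 active = inhibition above about 40% at 20 µM, limit read from the data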;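 also: cells challenged with 10 nM apelin-13 agonist together with compound; plate controls were apelin-13 plus DMSO wells for no effect and DMSO wells lacking apelin-13 for full effect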
APJ ag = APJ receptor agonism; P35414; CHO-K1 APJ PathHunter beta-arrestin, luminescence; 0% DMSO wells, 100% apelin; activation, % at 20 µM; 330,000 compounds, 0.11% hits;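 active = activation more than six SD over the plate average, tested at 20 µM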;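 also: 0% = DMSO alone and 100% = apelin-13 at 10 nM; some results filed as inactive read as strong as hits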
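Material: engineered CHO-K1 APJ arrestin reporter cells; amount: 1000 CHO-K1 reporter cells seeded per well; incubation: compound stimulation 90 min at 25 °C, detection 60 min; signal: luminescent beta-gal fragment complementation, chemiluminescent substrate; read-out basis: APJ agonist activity; controls: DMSO-only wells as negative, 10 nM Apelin-13 as positive control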
* marks the source's active call; other numbers are inactive results; / = not tested or not shown.

nr	smiles	CCR6 antagonist	UPR XBP1 act	EBI2 block	UPR CHOP act	APJ antag	CXCR6 inh	tim23-1 inh	APJ ag	Mdm2-MdmX inh
1	CCCN(C(=O)c1ccc(N2CCCC2=O)cc1)c1c(N)n(Cc2ccccc2)c(=O)[nH]c1=O	0	-3	-5	2.6	-47	-2	31	7	8
2	COc1ccccc1C(=O)COC(=O)Cc1ccccc1F	5	3	-15	7.1	-3	0	52*	-6	24
3	O=C(NC(=S)Nc1ccc(CN2CCCCC2)cc1)c1ccco1	21	-1	-5	2.6	-18	5	5	4	-14
4	O=C(COc1ccc2c3c(c(=O)oc2c1)CCCC3)N[C@@H](Cc1ccccc1)C(=O)O	-2	1	1	1.8	-13	2	-12	-2	0
5	Cc1cc(C)nc(NC(=O)COc2cc(Cl)cc(Cl)c2)n1	-22	-1	6	-0.9	14	-5	-2	-4	-10
6	O=C(CSc1ccccc1C(=O)O)NCC1CCCCC1	10	-3	-1	0.0	-5	3	4	-4	-13
7	Cc1nc2ccc(NC(=O)c3cccs3)cc2c(=O)n1Cc1ccc(Cl)cc1	10	0	17	2.9	-13	14	62*	2	33
8	CN(C)S(=O)(=O)c1cccc(NC(=O)CO/N=C(\N)c2ccccc2)c1	10	-1	3	0.6	1	-6	4	1	21
9	O=C1[C@H]2[C@@H](/C=C/c3ccccc3)N3C(=O)CN(CCO)C(=O)[C@@]3(Cc3ccccc3)[C@H]2C(=O)N1c1ccccc1	0	0	-2	1.1	17	2	13	-3	-4
10	Cc1ccccc1C(=O)NCC(=O)N1CCN(c2ccccn2)CC1	-8	2	2	0.3	12	3	11	-3	-11
11	CCOC(=O)c1cc2sccc2n1CC(=O)Nc1ccc(OC)c(OC)c1	12	-7	-5	-1.0	38	2	16	2	24
12	C=CCc1cccc(OC)c1OCCOCCNCCO	2	-1	-2	2.2	-4	-3	15	-1	-11
13	OCCN1CCN(C(=S)Nc2ccc(SC(F)F)cc2)CC1	13	-3	-10	-1.4	-19	-1	0	-3	0
14	COc1ccc(-c2ccc(C(C)=O)cc2)cc1[C@H]1[C@@H]2C=CCC[C@@]2(C)C(=O)N1Cc1ccccc1	20	3	28	1.5	3	17	15	4	41
15	O=C(Cc1ccc2c(c1)CCCC2)Nc1ccccc1Cl	17	-5	-3	2.8	10	2	12	3	-28
16	CCN(CC)S(=O)(=O)c1cc(Br)c(C)cc1OC	4	3	7	1.1	-4	-8	30	-3	7
17	O=C(Cc1ncn[nH]1)NCCc1ccccc1	-1	3	-11	-0.1	8	0	2	-5	-17
18	O=C1c2sc3nc4ccccc4n3c2C(=O)N1c1ccccc1Cl	47	-1	9	4.2	-2	38*	56*	-5	-8
19	O=C(CCN1C(=O)/C(=C/c2ccc(F)cc2)SC1=S)NNC(=O)c1cccnc1	2	0	-2	1.7	-16	-14	-21	2	-3
20	CCCS(=O)(=O)N1CCN(C(=O)c2cccnc2)CC1	-11	-2	-10	-1.5	12	-6	9	1	24
21	O=C(CCOc1ccccc1)Nc1ccnn1C1CCN(CCc2ccccc2)CC1	22	-6	3	3.2	10	-4	5	-8	-31
22	Cc1ccc(C(C(=O)NCc2ccccc2)N(Cc2ccco2)C(=O)c2snc(C(N)=O)c2N)o1 (stereo not given)	21	4	-25	5.2	10	-1	4	4	-11
23	COc1ccc(SC[C@H](Cc2ccccc2)N2CC[C@@H](C)CCC2=O)cc1	11	-3	14	0.9	7	12	38	-4	14
24	COC(=O)c1ccc(NC(=S)N2CCN(Cc3ccccc3)CC2)cc1	-12	3	0	-2.2	3	-11	29	3	6
25	Cc1ccc(/C=C(\C#N)C(=O)NCc2ccco2)o1	2	2	-17	-0.1	0	2	-1	-1	-12
26	C=CCOC(=O)CCC(=O)Nc1cc(OC)nc(OC)n1	-2	-2	-1	0.6	3	0	0	-4	-1
27	CCc1nnc(NC(=O)CC(=O)Nc2ccccc2C(=O)O)s1	4	-4	-16	-1.5	3	-10	5	-1	27
28	O=C(CN1CCN(Cc2ccc3c(c2)OCO3)CC1)Nc1ccc2c(c1)OCO2	-6	-2	-10	0.1	-7	-2	-7	3	18
29	O=C(CSC(=S)N1CCCC1)N1CCN(S(=O)(=O)c2ccccc2F)CC1	9	-3	0	2.8	6	-2	19	3	30
30	CCN(CC)C(=O)CSc1nnc([C@H](Cc2c[nH]c3ccccc23)NC(=O)OC(C)(C)C)o1	-2	2	-11	2.2	-1	5	6	-3	23

Record cards, as listed above. Screens in order: CCR6 antagonist | UPR XBP1 act | EBI2 block | UPR CHOP act | APJ antag | CXCR6 inh | tim23-1 inh | APJ ag | Mdm2-MdmX inh
CCCS(=O)(=O)N1CCN(C(=O)c2cccnc2)CC1 is entered as -11 | -2 | -10 | -1.5 | 12 | -6 | 9 | 1 | 24
COc1ccc(-c2ccc(C(C)=O)cc2)cc1[C@H]1[C@@H]2C=CCC[C@@]2(C)C(=O)N1Cc1ccccc1 is entered as 20 | 3 | 28 | 1.5 | 3 | 17 | 15 | 4 | 41
Cc1ccccc1C(=O)NCC(=O)N1CCN(c2ccccn2)CC1 is entered as -8 | 2 | 2 | 0.3 | 12 | 3 | 11 | -3 | -11

Continued.
nr	smiles	CCR6 antagonist	UPR XBP1 act	EBI2 block	UPR CHOP act	APJ antag	CXCR6 inh	tim23-1 inh	APJ ag	Mdm2-MdmX inh
31	Cc1ccc(C(=O)c2ccccc2C(=O)O)s1	-4	0	-5	-1.3	2	-8	12	1	-1
32	Cc1c(NC(=O)Cn2nc(C(=O)O)c3ccccc3c2=O)c(=O)n(-c2ccccc2)n1C	-1	-6	-6	-0.5	24	10	-2	-4	13
33	CSCCC(NS(=O)(=O)c1ccccc1F)C(=O)Nc1ccncc1 (stereo not given)	7	-2	0	0.1	-5	-2	-10	-3	21
34	Cn1nc(C(F)(F)F)cc1Oc1ncc(C(F)(F)F)cc1Cl	7	0	-12	2.7	5	3	-5	-4	-11
35	C#CCOC(=O)C[N+](C)(C)CC#Cc1ccccc1	2	4	9	0.4	-15	-3	19	1	2
36	CC(C)CCNC(=O)C1CCC(CNS(=O)(=O)c2ccc(Cl)cc2)CC1 (stereo not given)	11	-2	-3	1.4	0	-5	-2	1	11
37	COc1cccc2oc3ccc(C#Cc4ccccn4)cc3c(=O)c12	-15	1	5	0.7	-6	4	75*	11	-123
38	COCC(=O)N[C@@H]1c2cc(OC)c(OC)cc2C[C@H]1OCc1ccccc1	12	0	0	1.9	/	4	32	/	23
39	COc1ccc(/C=N/Nc2nc3ccccc3[nH]2)cc1OC	3	2	-2	3.3	-3	-11	-20	2	-13
40	C=CCOc1ccc(/C=C/C(=O)OCC(=O)NC2CCCCCC2)cc1	13	-9	0	1.8	-10	-1	1	2	19
41	CC(=O)NC(CCS(C)(=O)=O)C(=O)Nc1c(F)cccc1F (stereo not given)	1	1	-2	-1.5	13	-1	-4	2	-5
42	c1cncc(-c2cn(C[C@H]3CC[C@@H]([C@@H]4CC[C@H](Cn5cc(-c6cccnc6)nn5)O4)O3)nn2)c1	-4	-1	0	0.1	11	-12	13	4	13
43	O=C(C(O)c1ccccc1)N1N=C(c2ccccc2)CC1(O)C(F)(F)F (stereo not given)	-2	-1	2	2.5	-8	-6	23	-1	4
44	Cc1cc(C)c(C(=O)c2ccc(C(=O)N(C(C)C)C(C)C)cc2)c(C)c1	6	-2	11	-1.4	8	-4	38	-2	22
45	COc1ccc(OC)c(C(c2nnnn2Cc2ccccc2)N2CCN(C)CC2)c1 (stereo not given)	22	-1	-1	-2.9	13	4	10	-5	3
46	CCOC(=O)c1nnsc1Nc1ccc(C)c(C)c1	-2	6	-1	2.6	9	-2	1	-3	-31
47	Cc1ccc(Cn2ncc3c(N4CCN(Cc5ccc(Cl)cc5)CC4)ncnc32)cc1	0	-4	19	-1.3	-14	-6	33	-3	15
48	CC1CCN(CC(=O)Nc2ccc(S(=O)(=O)N3CCCC(C)C3)cc2)CC1 (stereo not given)	9	0	1	-0.3	-2	-4	-9	1	24
49	CCOC(=O)C1(Cc2cccc(Cl)c2)CCCN(C(=O)c2cc(C)n(C)n2)C1 (stereo not given)	1	-1	6	1.3	12	0	14	1	-12
50	Cc1ccc(-c2nn(-c3ccccc3)cc2C(=O)NCCCN2CCCC2=O)cc1	12	-1	3	0.0	5	6	3	-1	26

A second format for some results above:
8) CN(C)S(=O)(=O)c1cccc(NC(=O)CO/N=C(\N)c2ccccc2)c1
  CCR6 antagonist = 10 | UPR XBP1 act = -1 | EBI2 block = 3 | UPR CHOP act = 0.6 | APJ antag = 1 | CXCR6 inh = -6 | tim23-1 inh = 4 | APJ ag = 1 | Mdm2-MdmX inh = 21
9) O=C1[C@H]2[C@@H](/C=C/c3ccccc3)N3C(=O)CN(CCO)C(=O)[C@@]3(Cc3ccccc3)[C@H]2C(=O)N1c1ccccc1
  CCR6 antagonist = 0 | UPR XBP1 act = 0 | EBI2 block = -2 | UPR CHOP act = 1.1 | APJ antag = 17 | CXCR6 inh = 2 | tim23-1 inh = 13 | APJ ag = -3 | Mdm2-MdmX inh = -4
10) Cc1ccccc1C(=O)NCC(=O)N1CCN(c2ccccn2)CC1
  CCR6 antagonist = -8 | UPR XBP1 act = 2 | EBI2 block = 2 | UPR CHOP act = 0.3 | APJ antag = 12 | CXCR6 inh = 3 | tim23-1 inh = 11 | APJ ag = -3 | Mdm2-MdmX inh = -11

Further records.
nr	smiles	CCR6 antagonist	UPR XBP1 act	EBI2 block	UPR CHOP act	APJ antag	CXCR6 inh	tim23-1 inh	APJ ag	Mdm2-MdmX inh
51	Cc1ccccc1C(=O)N1CCC(C(=O)Nc2ccc(S(=O)(=O)N3CCOCC3)cc2)CC1	6	-3	1	0.4	4	-3	-12	-4	18
52	COCCCNC(=O)/C(=C\c1cccn1C)NC(=O)c1cccs1	-3	-2	-7	4.2	-12	-1	-2	-4	-11
53	Cc1cc(NC(=O)CSc2ncn[nH]2)no1	-3	2	-12	-1.7	7	-3	8	-2	-1
54	O=C(Nc1ccc2oc(-c3ccncc3)nc2c1)c1c(F)c(F)c(F)c(F)c1F	4	-1	-4	-0.5	19	0	-10	1	18
55	COc1ccc(-c2nc3ccccn3c2CN2CCN(c3ccccc3F)CC2)cc1	17	-6	30	2.5	-5	17	55*	-2	-5
56	Cc1cc(=O)c(C(=O)O)cn1Nc1ccc(Cl)cc1	9	0	2	0.5	-10	0	9	0	-16
57	O=C(c1ccccc1)N1CCN(CC(O)COc2cccc3ccccc23)CC1 (stereo not given)	9	0	-1	-0.3	-8	2	19	-1	-3
58	N#Cc1ccsc1NC(=O)c1cnccn1	20	0	1	-0.6	9	2	-2	-6	13

A portion of the library; the hit share may differ from the screen's.
